PKA-R1A act – activates the PKA-R1A holoenzyme complex; P00514+P68181; PKA-R1A dissociation, Cy5-IP20 fluorescence polarization; scaled: DMSO 0%, 113 µM cGMP 100%; activation, % at 11.4 µM; hit rate 0.083% among 340,000;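 active = percent activation above the mean of all tested compounds plus 3 SD, cut at about 19% in these data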;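 note: higher means more PKAc released from R1A so a rise in polarization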
OPRM1-OPRD1 ag – agonists of human mu-delta opioid receptor heterodimerization; P35372+P41143; cells, OPRM1-OPRD1 heterodimerization, luminescence; activation, % at 9.3 µM; hit rate 0.3% among 340,000; AID 504326; in the data active = activation above about 18%;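 note: 0% = vehicle-treated cells and 100% = reference agonist; values of inactives mirror those of a sister screen read the other way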
Pemphigus Ab inh – inhibitors of pemphigus antibody binding to human desmoglein-3; P32926; DSG3-coupled beads, scFv-anti-DSG3-GFP binding, flow cytometry; hits give low values; binding (percent of control), % at 10 µM; hit rate 0.48% among 310,000; AID 588358;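 active = binding more than 3 SD below its plate's average and above zero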;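 note: hits lower antibody fragment binding to DSG3; some compounds called inactive have numbers as strong as hits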
PKA-R2B act – activates the human PKA-R2B holoenzyme complex; activation, % at 11.4 µM; hit rate 0.079% among 340,000; PKA-R2B holoenzyme dissociation, Cy5-IP20 fluorescence polarization; R2B truncated from residue 108, S112A mutant; 0% DMSO only, 100% 113 µM cGMP; P22694+P31323; AID 504700;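 active = activation above a cutoff set at the mean over all compounds plus 3 SD, cut at about 18% in these data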;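 note: higher means more holoenzyme dissociation and a rise in polarization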
Arr AP2 block – human beta-arrestin and AP2 interaction inhibition; inhibition, % at 10 µM; hit rate 0.31% among 340,000; FITC-arrestin peptide / GST-AP2 beads, flow cytometry; AP2 beta2 appendage carries R879A mutation; AID 504490;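 active = inhibition above a set limit, near 3 SD of compounds lacking own fluorescence, cut at about 54% in these data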;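 note: plate controls were DMSO wells for no effect and 5 µM unlabelled arrestin peptide for full effect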
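system = GST-tagged AP2 beta2-adaptin appendage (R879A) on 4 µm glutathione beads | reagent = FITC-labelled arrestin peptide probe, 50 nM final | schedule = compound with beads 12 min RT, then probe 1 h RT | signal = HyperCyt-sampled flow cytometry, FL1 channel, ex 488/em 535 nm | read-out = percent response from loss of bead-bound FITC fluorescence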
MOR-DOR inv ag – inverse agonist of human OPRM1-OPRD1 heterodimerization; inhibition, % at 9.3 µM; P35372+P41143; hit rate 0.21% among 340,000; cell-based MOR-DOR heterodimer luminescence, inverse agonism; AID 504357; in the data active = inhibition above about 22%, passing the limit was not always enough;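 note: 0% = cells with DMSO and 100% = wells without cells with DMSO; values of inactives mirror those of a sister screen read the other way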
HTR5A ag – activates human HTR5A in OPRM1-OPRD1 agonist counter-screen. AID 504692. hit rate 0.61% among 340,000. HTR5A agonist assay, luminescence, cell-based. activation, % at 9.3 µM. P47898; in the data active = activation mostly above about 9.5%, no sharp cut-off; inactive = mostly below about 7.6%;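 note: 0% = cells with vehicle only and 100% = reference agonist; strong numbers were not always called active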
Target sequence (P47898 whole entry, looked up): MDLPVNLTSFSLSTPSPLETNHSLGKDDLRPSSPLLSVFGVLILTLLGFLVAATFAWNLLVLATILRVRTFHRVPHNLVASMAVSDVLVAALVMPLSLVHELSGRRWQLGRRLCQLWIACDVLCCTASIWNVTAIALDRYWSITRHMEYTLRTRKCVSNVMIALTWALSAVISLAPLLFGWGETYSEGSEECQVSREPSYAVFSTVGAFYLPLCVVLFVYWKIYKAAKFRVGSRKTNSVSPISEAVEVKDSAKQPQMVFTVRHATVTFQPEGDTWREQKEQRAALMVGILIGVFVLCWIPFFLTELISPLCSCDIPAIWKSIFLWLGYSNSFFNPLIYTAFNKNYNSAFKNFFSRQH
DAGLB inhibitor – blocks human DAGLB lipase activity | AID 504411 | HEK293T DAGLB membrane lysate, EnzChek fluorogenic substrate | hit rate 0.059% among 340,000 | inhibition, % at 5.17 µM | Q8NCG7; in the data active = inhibition above about 34%;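 note: 0% = enzyme with vehicle and 100% = wells lacking enzyme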
Target sequence (Q8NCG7 whole entry, looked up): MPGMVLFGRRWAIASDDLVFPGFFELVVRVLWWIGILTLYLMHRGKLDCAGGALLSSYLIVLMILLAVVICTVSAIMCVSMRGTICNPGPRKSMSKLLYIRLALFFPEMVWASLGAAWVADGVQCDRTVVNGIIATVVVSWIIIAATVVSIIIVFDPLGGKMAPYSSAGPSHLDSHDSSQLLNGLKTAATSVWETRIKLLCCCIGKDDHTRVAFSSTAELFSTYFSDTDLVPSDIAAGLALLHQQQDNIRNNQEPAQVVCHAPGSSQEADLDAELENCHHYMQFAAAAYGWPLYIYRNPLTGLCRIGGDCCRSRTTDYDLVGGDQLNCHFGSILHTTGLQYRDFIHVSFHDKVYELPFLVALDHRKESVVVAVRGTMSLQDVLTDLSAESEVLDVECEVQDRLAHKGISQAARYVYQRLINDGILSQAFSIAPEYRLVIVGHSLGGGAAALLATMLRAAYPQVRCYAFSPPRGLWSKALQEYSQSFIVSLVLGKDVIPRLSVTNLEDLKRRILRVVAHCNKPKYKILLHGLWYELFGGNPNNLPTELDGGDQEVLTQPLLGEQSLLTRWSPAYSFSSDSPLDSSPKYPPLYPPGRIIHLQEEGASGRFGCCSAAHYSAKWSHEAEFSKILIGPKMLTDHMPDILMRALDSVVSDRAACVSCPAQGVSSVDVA
V-ATPase pH – alters yeast V-ATPase proton transport | S. cerevisiae, pHLuorin cytosolic pH fluorescence | response, % at 10 µM | hit rate 0.37% among 350,000; in the data active = response mostly above about 7.3%, no sharp cut-off; inactive = mostly below about 5.4%; note: actives read high; inactives centre near 0; some compounds called inactive have numbers as strong as hits; reference of the scale not given here
HTR5A inv ctr – counter-screen for OPRM1-OPRD1 inverse agonists: human HTR5A inverse agonism | P47898 | HTR5A cell line, luminescence | inhibition, % at 9.3 µM | hit rate 0.083% among 340,000 | AID 504634; in the data active = inhibition mostly above about 23%, no sharp cut-off; inactive = mostly below about 18%;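 note: 0% = cells with DMSO and 100% = no-cell wells with DMSO; some compounds called inactive have numbers as strong as hits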
Numbers without * were called inactive; x = no result given.

SMILES	PKA-R1A act	OPRM1-OPRD1 ag	Pemphigus Ab inh	PKA-R2B act	Arr AP2 block	MOR-DOR inv ag	HTR5A ag	DAGLB inhibitor	V-ATPase pH	HTR5A inv ctr
CN(C)c1ccc(C2CNC(c3ccc(Cl)c([N+](=O)[O-])c3)c3[nH]c4ccccc4c32)cc1 (stereo unspecified)	-1	9.1	87	4	-16	-46	4	0	0	9
CC1CCN(CCCNC(=O)C2CCN(S(=O)(=O)N3CCCCC3)CC2)CC1	3	-2.2	99	-11	25	12	0	2	0	-14
CCCCn1nc(C(=O)N2CCN(S(=O)(=O)c3ccccc3)CC2)c2ccccc2c1=O	-12	-3.2	101	-3	0	16	1	-3	-6	0
CCOC(=O)c1sc(C)c2c(=O)n(CCc3ccccc3)nnc12	-12	-3.6	103	-3	-8	20	-3	-1	-1	8
CCN1C(=O)/C(=C\c2ccc(F)cc2)N=C1SCC(=O)NCc1ccco1	3	1.5	94	-9	0	-8	1	0	3	23
CCCCCC[n+]1c(-c2ccccc2)csc1Nc1ccccc1	-11	-2.9	127	-10	-11	16	0	-15	-1	1
O=C1c2cc(Br)ccc2N(Cc2ccc(Br)cc2)S(=O)(=O)C1c1cc(Cl)c(Cl)cc1[N+](=O)[O-] (stereo unspecified)	-2	-2.5	x	-18	-3	14	-4	31	1	7
O=C(Cc1ccc(-c2ccccc2)cc1)NNC(=S)NCc1ccco1	-7	1.5	95	-6	51	-9	0	-4	5	-1
COC(=O)COc1ccc(S(=O)(=O)Nc2ccc3c(c2)OCO3)cc1	-6	-0.4	81	-13	27	2	-1	0	-3	5
Cc1cc2oc(=O)c3c(c2cc1OCc1nn[nH]n1)CCCC3	-8	-3.5	96	-9	10	18	1	2	0	-24
C=CCNC(=O)c1onc(CSc2ccc(F)c(F)c2)c1C(=O)O	1	-0.2	104	-5	-5	1	14	1	0	20
Cn1ccc(C(=O)OCC(=O)Nc2cccc3ccccc23)n1	4	-0.5	x	-6	59*	2	-3	0	0	8
Cc1ccc(S(=O)(=O)N2CCN(C(=O)CSc3nc4ccccc4c(=O)[nH]3)CC2)c(C)c1	7	-2.2	x	8	-1	14	3	1	3	-8
COC(=O)c1ccccc1NC(=O)CSc1nncn1-c1cccnc1	4	1.7	114	-7	24	-13	1	-1	-3	-3
CNC(=O)c1c(NC(=O)c2ccco2)sc2c1CCCC2	4	0.6	x	-9	4	-3	0	1	2	-7
Cc1ccc(S(=O)(=O)Nc2cccc(C(=O)NCC3(N4CCCCC4)CCCCC3)c2)cc1F	2	0.7	100	10	39	-5	-4	2	2	5
O=C(NCCCCNC(=O)c1cccnc1Cl)c1cccnc1Cl	-6	-0.4	111	-4	-6	1	2	-1	4	16
O=S(=O)(c1ccc(Br)s1)N1CCC2(CC1)OCCO2	10	-1.9	x	-2	-11	10	-4	0	1	-10
COCCNC(=O)CSc1nc2ccc(N3CCOCC3)cc2c(=O)n1CCc1ccccc1	1	-0.4	91	3	5	2	-1	2	5	8
O=c1[nH]c2ccc(N=Cc3c(O)ccc4cc(Br)ccc34)cc2[nH]1	-7	-2.0	117	-7	38	11	0	-4	2	1
Cc1cc(N)nc2nc(C(F)(F)F)nn12	-2	-0.7	98	3	29	3	7	-2	8	-17
CC(=O)Nc1ccc(NC(=O)c2c(C)nc3ccccn23)cc1	8	1.1	85	-10	0	-6	-2	0	-6	18
CNc1nc(C)c(C#N)cc1C(C)=O	-1	0.0	x	0	-6	0	13	1	0	11
Cn1c(SCC(=O)NCc2ccco2)nnc1-c1ccc(S(=O)(=O)N2CCOCC2)cc1	0	-2.3	102	-10	-2	13	-2	1	3	-27

Molecules from the list above containing a halogen, in the order listed:
SMILES	PKA-R1A act	OPRM1-OPRD1 ag	Pemphigus Ab inh	PKA-R2B act	Arr AP2 block	MOR-DOR inv ag	HTR5A ag	DAGLB inhibitor	V-ATPase pH	HTR5A inv ctr
CN(C)c1ccc(C2CNC(c3ccc(Cl)c([N+](=O)[O-])c3)c3[nH]c4ccccc4c32)cc1 (stereo unspecified)	-1	9.1	87	4	-16	-46	4	0	0	9
CCN1C(=O)/C(=C\c2ccc(F)cc2)N=C1SCC(=O)NCc1ccco1	3	1.5	94	-9	0	-8	1	0	3	23
O=C1c2cc(Br)ccc2N(Cc2ccc(Br)cc2)S(=O)(=O)C1c1cc(Cl)c(Cl)cc1[N+](=O)[O-] (stereo unspecified)	-2	-2.5	x	-18	-3	14	-4	31	1	7
C=CCNC(=O)c1onc(CSc2ccc(F)c(F)c2)c1C(=O)O	1	-0.2	104	-5	-5	1	14	1	0	20
Cc1ccc(S(=O)(=O)Nc2cccc(C(=O)NCC3(N4CCCCC4)CCCCC3)c2)cc1F	2	0.7	100	10	39	-5	-4	2	2	5
O=C(NCCCCNC(=O)c1cccnc1Cl)c1cccnc1Cl	-6	-0.4	111	-4	-6	1	2	-1	4	16
O=S(=O)(c1ccc(Br)s1)N1CCC2(CC1)OCCO2	10	-1.9	x	-2	-11	10	-4	0	1	-10
O=c1[nH]c2ccc(N=Cc3c(O)ccc4cc(Br)ccc34)cc2[nH]1	-7	-2.0	117	-7	38	11	0	-4	2	1
Cc1cc(N)nc2nc(C(F)(F)F)nn12	-2	-0.7	98	3	29	3	7	-2	8	-17

(cont.)
SMILES	PKA-R1A act	OPRM1-OPRD1 ag	Pemphigus Ab inh	PKA-R2B act	Arr AP2 block	MOR-DOR inv ag	HTR5A ag	DAGLB inhibitor	V-ATPase pH	HTR5A inv ctr
COc1ccc(N(C)C(=O)c2cnc(N3CCN(c4ncccn4)CC3)c3ccccc23)cc1	-16	-0.6	93	-7	6	3	3	-3	-2	-2
O=C(Cn1nc(-c2ccccc2)ccc1=O)N1CCCCC1	-3	-1.8	93	7	-12	9	-1	-1	1	5
Cc1ccsc1C(=O)OCC(=O)N1CCN(c2ccccc2)CC1	-2	-3.1	x	-7	25	15	-3	-1	-1	11
Cc1cccc(C(=O)NCC(c2cccs2)N2CCOCC2)c1 (stereo unspecified)	-3	-4.1	104	8	-1	21	-8	1	-5	19
Cc1cc(NC(=O)COc2coc(CN3CCN(c4ccccc4)CC3)cc2=O)no1	-8	-0.2	104	10	-6	1	-1	-1	0	3
Cn1ccnc1Sc1ccc(C(N)=O)cc1[N+](=O)[O-]	-14	-0.1	111	-1	28	0	4	1	-4	-17
Cc1ccc(CN2CCN(Cc3ccc4ncccc4c3)CC2CCO)cc1 (stereo unspecified)	-3	-0.3	101	16	49	2	0	1	-1	-1
NC(=O)c1c(NC(=O)CSc2nc3c(c(C(F)(F)F)n2)CCc2ccccc2-3)sc2c1CCCC2	-3	-3.2	94	-13	5	17	4	-1	2	-8
O=C(CN1C(=O)CCC1=O)Nc1nc2c(F)cc(F)cc2s1	-2	-0.9	118	2	21	6	0	2	-1	-10
Cc1ccc(N2C(=O)CN(Cc3cccs3)C2=S)cc1C	-5	-0.1	97	2	-7	1	0	-8	4	-10
CC(=O)OC1COC(N2CCc3cc(Br)c([N+](=O)[O-])cc32)C(OC(C)=O)C1OC(C)=O (stereo unspecified)	-10	-0.3	x	2	9	2	-1	5	-2	18
CCOC(=O)c1cc(NC(=O)Cc2ccc(S(=O)(=O)N3CCOCC3)s2)cc(C(=O)OCC)c1	-3	0.3	102	4	30	-2	5	-1	4	2
Cc1ccc(C(=O)NS(=O)(=O)c2ccc(C)cc2)cc1	-9	-3.8	91	-3	-2	19	8	1	0	-23
O=C1N[C@H]2CC=C[C@H]2Nc2ccccc21	-4	-2.5	68*	6	7	12	5	-1	3	-19
O=C1CCC(=O)N1CN(C(=O)c1ccco1)c1ccccc1	-4	-0.6	97	-3	-6	4	0	-4	2	-30
CC(=O)NC(Cc1ccccc1)C(=O)NC(Cc1ccccc1)C(=O)O (stereo unspecified)	-12	-1.9	95	4	-11	10	1	-2	1	-5
O=C(Nc1ccccc1C(=O)O)c1ccc(N2C(=O)C3CC=CCC3C2=O)cc1 (stereo unspecified)	-3	-3.0	103	-6	-2	14	-3	4	-1	10
O=C(COC(=O)c1cccc(-n2cnnn2)c1)c1ccc(F)cc1	-2	-0.4	103	-8	-4	3	2	-1	4	-5
CC[C@]12c3[nH]c4cc(CCC(=O)N(C)C)ccc4c3CCN1C(=O)[C@@H](CC(=O)NC/C=C(\C)CCC=C(C)C)C[C@@H]2C(=O)N1CCN(C(=O)c2ccco2)CC1	-4	-2.1	87	1	-3	11	1	3	-1	-5
Cc1ccc(CNC(=O)Cn2ccc(NC(=O)OCc3ccccc3)nc2=O)o1	-6	0.1	103	-3	6	-1	0	-1	-2	13
O=C(CN1C(=O)C2CC=CCC2C1=O)Nc1ccccc1N1CCCC1 (stereo unspecified)	6	1.1	107	11	5	-7	-2	-3	-1	5
CC1CCC2(CC1)NC(=O)N(NC(=O)C1CCN(C(=O)c3ccc(Cl)cc3)CC1)C2=O (stereo unspecified)	2	-0.4	89	3	2	3	-3	-1	-1	0
O=C(c1cccc(Cl)c1)N1CCN(C(=O)c2ccco2)CC1	-11	-0.8	105	-3	12	5	0	1	-2	-1
CCOC(=O)C1=CN(CC)S(=O)(=O)NC1c1ccccc1 (stereo unspecified)	-5	-3.2	100	3	49	16	0	0	2	-2
CC1(C)C(=O)C2(CCCC2)C(=O)OC1c1ccco1 (stereo unspecified)	-11	-4.3	98	2	31	18	6	-2	4	19
Cc1nc2ccccc2c(=O)n1NC(=O)c1ccc([N+](=O)[O-])cc1Cl	-9	-1.1	105	9	12	6	-2	2	0	6
COc1ccc(/C=N/NC(=O)c2cc(C)n(-c3ccccc3)c2C)cc1OC	-15	0.1	108	1	27	-1	-3	0	1	6
COc1cc(C(C)=O)ccc1OCC(O)Cn1nc(C)c(Br)c1C (stereo unspecified)	0	-0.4	106	-5	36	2	-3	0	9	8
Cc1cccc(N(C(=O)c2snc(C(N)=O)c2N)C(C(=O)NC2CCCC2)c2ccncc2)c1 (stereo unspecified)	2	-1.9	107	0	-4	10	3	0	1	-9
CCCN(CCC)S(=O)(=O)c1ccc(C(=O)OCCN2C(=O)c3cccc4c(N5CCOCC5)ccc(c34)C2=O)cc1	-4	-2.7	255	-12	1	14	1	-2	-13	-1

In the list so far, 2 contain a CF3 group.
SMILES	PKA-R1A act	OPRM1-OPRD1 ag	Pemphigus Ab inh	PKA-R2B act	Arr AP2 block	MOR-DOR inv ag	HTR5A ag	DAGLB inhibitor	V-ATPase pH	HTR5A inv ctr
Cc1cc(N)nc2nc(C(F)(F)F)nn12	-2	-0.7	98	3	29	3	7	-2	8	-17
NC(=O)c1c(NC(=O)CSc2nc3c(c(C(F)(F)F)n2)CCc2ccccc2-3)sc2c1CCCC2	-3	-3.2	94	-13	5	17	4	-1	2	-8

Screening results (PubChem)
